# Screening data from PubChem BioAssay.
# NCI-60 one-dose screen, 48 h, at 10 µM unless noted. Numbers give growth in % (100 = growth as untreated, 0 = no growth, -100 = all killed).
# SK-MEL-2 = SK-MEL-2 melanoma | 77,000 tested, 4.7% active | AID 1794763
# HOP-62 = HOP-62 NSCLC; AID 1794735; 80,000 tested, 3.9% active
# SK-MEL-28 = SK-MEL-28 melanoma | 81,000 tested, 4.1% active
# SK-MEL-5 = SK-MEL-5 melanoma | 80,000 tested, 6.4% active
# A549/ATCC = A549/ATCC NSCLC; 81,000 tested, 3.7% active
# M14 = M14 melanoma. 80,000 tested, 6.2% active. AID 1794745
# EKVX = EKVX NSCLC. 71,000 tested, 3% active. AID 1794765
# HOP-92 = HOP-92 NSCLC cells | 71,000 tested, 6.3% active | AID 1794738
# An asterisk follows results filed as active; . = no result given. Rule for the calls: active = growth percent below 10; inactive = the rest.
SMILES,SK-MEL-2,HOP-62,SK-MEL-28,SK-MEL-5,A549/ATCC,M14,EKVX,HOP-92
O=C(Oc1ccc(Cl)cc1Cl)c1ccccc1,112,110,98,100,91,102,.,.
Nc1n[nH]c2cccc(C#Cc3cccc(NC(=O)c4cc(F)cc(F)c4)c3)c12,.,75,73,85,49,58,86,91
CN(C)c1ccc(C(=C2C=CC(=[N+](C)C)C=C2)c2ccccc2)cc1,98,100,120,108,119,97,88,87
CC1(C)N=C(N)N=C(N)N1c1cccc(Br)c1,65,15,73,27,31,.,45,83
Nc1nc2c(C(=O)Nc3ccc(Cl)cc3)c(Nc3ccc(Cl)cc3)nn2c(-c2ccc(Br)cc2)c1-c1nc2ccccc2s1,104,.,104,101,109,101,99,107
O=C(OCCCOC(=O)c1cccc2c(=O)c3ccccc3[nH]c12)c1cccc2c(=O)c3ccccc3[nH]c12,107,107,111,100,104,102,100,106
COc1ccc2nc(C)c(C)nc2c1,.,110,109,105,112,100,112,.
N#CC1c2ccccc2C=CN1C(=O)N(c1ccccc1)c1ccccc1 (stereo unspecified),88,101,67,65,91,42,102,46
C(=C(\C1=NCCN1)n1ccc2ccccc21)/c1ccccc1,106,96,106,98,100,91,93,79
O=[N+]([O-])c1ccc(/C=N/Nc2ccc3nnc(-c4ccccc4)n3n2)cc1,118,124,120,.,100,111,99,110

# Random excerpt: four entries already listed
SMILES,SK-MEL-2,HOP-62,SK-MEL-28,SK-MEL-5,A549/ATCC,M14,EKVX,HOP-92
N#CC1c2ccccc2C=CN1C(=O)N(c1ccccc1)c1ccccc1 (stereo unspecified),88,101,67,65,91,42,102,46
Nc1nc2c(C(=O)Nc3ccc(Cl)cc3)c(Nc3ccc(Cl)cc3)nn2c(-c2ccc(Br)cc2)c1-c1nc2ccccc2s1,104,.,104,101,109,101,99,107
O=[N+]([O-])c1ccc(/C=N/Nc2ccc3nnc(-c4ccccc4)n3n2)cc1,118,124,120,.,100,111,99,110
O=C(OCCCOC(=O)c1cccc2c(=O)c3ccccc3[nH]c12)c1cccc2c(=O)c3ccccc3[nH]c12,107,107,111,100,104,102,100,106

# The list goes on.
SMILES,SK-MEL-2,HOP-62,SK-MEL-28,SK-MEL-5,A549/ATCC,M14,EKVX,HOP-92
CCOC(=O)/C=C\C(OCC)OCC,92,96,108,106,94,103,108,95
CCOC(=O)c1cc(-c2ccccc2)[nH]c1NNC(=O)CCOC,111,.,132,114,111,.,98,82
Fc1ccc(-c2nnc(Nc3ccc(Cl)cc3)o2)cc1,59,98,111,100,98,100,.,110
O=C(O)CCCCC(=O)Oc1ccccc1Cl,101,102,109,100,96,107,97,90
COc1cc2nc(-c3cccc4cccnc34)nc(NC3CCN(Cc4ccccc4)CC3)c2cc1OC,-78*,-74*,-77*,-97*,-73*,-80*,-66*,-73*
Oc1ccc2ccccc2c1Sc1c(O)ccc2ccccc12,85,97,91,79,93,86,106,40
O=C(NO)c1ccc(CNC(=O)[C@H]2Cc3c([nH]c4ccccc34)[C@H](c3ccc(Cl)cc3)N2)cc1,-21*,2.5*,1.8*,-71*,24,23,25,-17*
Cc1cccc(C[C@H](NC(=O)Nc2ccc(Cl)cc2F)C(=O)N[C@@H]2C(=O)N3C[C@H](O)C[C@H]3C(=O)N3CCCC[C@H]3C(=O)N[C@@H](C)C(=O)N3C[C@H](C)C[C@H]3C(=O)O[C@H]2C)c1,0.2*,24,0.6*,-70*,18,3.0*,25,-7.0*
CCOC(=O)c1ccc(Nc2nc(NN)nc(-c3ccc(OC)cc3)c2C#N)cc1,114,109,113,90,105,72,118,.
O=C(c1ccccc1)c1ccc(-c2ccccc2)cc1,92,90,107,71,87,100,103,87

# Profiles, quoted from the list:
# O=C(c1ccccc1)c1ccc(-c2ccccc2)cc1 as listed: SK-MEL-2 = 92; HOP-62 = 90; SK-MEL-28 = 107; SK-MEL-5 = 71; A549/ATCC = 87; M14 = 100; EKVX = 103; HOP-92 = 87
# CCOC(=O)c1cc(-c2ccccc2)[nH]c1NNC(=O)CCOC as listed: SK-MEL-2 = 111; HOP-62 = .; SK-MEL-28 = 132; SK-MEL-5 = 114; A549/ATCC = 111; M14 = .; EKVX = 98; HOP-92 = 82

# (cont.)
SMILES,SK-MEL-2,HOP-62,SK-MEL-28,SK-MEL-5,A549/ATCC,M14,EKVX,HOP-92
O=C(Cn1cc(CN2C(=O)c3ccc([N+](=O)[O-])cc3C2=O)nn1)Nc1c(Cl)cc(Cl)cc1Cl,105,109,109,103,107,100,104,101
CCCC(=O)OCC1OC(n2cnc3c(=S)nc[nH]c32)C(OC(=O)CCC)C1OC(=O)CCC (stereo unspecified),12,24,98,39,84,13,69,18
O=c1[nH][n+](-c2nonc2-c2ccc(F)cc2)no1,98,104,104,.,99,97,98,110
O=c1cc(-c2cccc(O)c2)oc2ccc3ccccc3c12,105,95,119,84,84,97,65,80
NS(=O)(=O)c1ccc(NCc2coc3ccccc3c2=O)cc1,121,110,102,100,96,94,.,98
Cc1nc(C)c(F)c(=O)[nH]1,85,92,106,98,92,94,94,73
Cc1ccc(-c2nc3nc(-c4ccccc4)nc(N4CCCNCC4)c3o2)cc1,-2.9*,-27*,-89*,-57*,-66*,-94*,39,-34*
CCOC(=O)[C@H](Cc1ccccc1)NC(=O)[C@H](Cc1ccccc1)NCc1cccc(O)c1,.,81,102,100,92,91,86,80
N#Cc1c(-c2ccc(Cl)cc2)nc(NN=Cc2ccc[nH]2)nc1N1CCOCC1,99,42,91,85,54,105,66,69
OCCN1CCCCCCC1,112,99,104,102,99,92,.,68
CC(=C(c1ccc(OCCCN(C)C)cc1)c1ccc(OCCCN(C)C)cc1)c1ccc(Cl)cc1,99,100,99,99,80,93,95,78
COc1cc(-c2csc(NC(=O)Nc3ccc(F)c(Cl)c3)n2)cc(OC)c1OC,72,29,68,66,38,34,45,32
NS(=O)(=O)c1ccc(Nc2nc(Nc3ccccc3)nc(N3N=C(c4ccc(Cl)cc4)CC3c3ccc4c(c3)OCO4)n2)cc1 (stereo unspecified),96,92,77,80,78,74,78,83
Cc1ccc(CC(N)(C(=O)O)c2ccccc2)cc1 (stereo unspecified),112,103,110,104,106,105,122,.
O=C(OCc1ccccc1)c1ccc2c(c1)NC(=O)[C@H]1CCCN21,97,104,98,93,100,99,95,113
CC(=O)c1cccc(NS(=O)(=O)c2ccc(C)cc2)c1,78,90,79,60,100,61,.,74
COc1ccc(/C=C/C(=O)Nc2ccc3oc(=O)ccc3c2)cc1,100,103,103,97,93,105,98,95
C[C@H]1[C@H]2C3=CC[C@@H]4[C@@]5(C)C/C(=C/c6ccco6)C(=O)C(C)(C)[C@@H]5CC[C@@]4(C)[C@]3(C)CC[C@@]2(C(=O)N2CCOCC2)CC[C@@H]1C,106,105,70,72,70,77,88,78
COCCC[C@H]1O[C@@](O)([C@H](C)[C@@H]2CC(OC)C(O)/C=C(C)/C=C(C)/C=C(\C)C(OC3O[C@@H](C)[C@H](O)C(O)[C@@H]3O)C(C)/C=C(C)/C=C(OC)/C=C(\C)C(=O)O2)C(OC)C(O)[C@]1(C)O[C@H]1C[C@@H](O)[C@H](O[C@H]2C[C@](C)(O)[C@H](O)C(C)O2)C(C)O1 (stereo partly specified),51,69,84,7.3*,40,.,22,88
CCCCCCCCCCCCCCCCOc1ccc(S(=O)(=O)Nc2cc(C(=O)OC)cc(C(=O)OC)c2)cc1N,105,98,111,104,102,106,106,95
Nc1cccc(-c2ccc(C(=O)Nc3cccc(C(=O)O)c3)o2)c1,103,106,97,100,106,105,99,75
CC(=O)Nc1nc(C)c(S(=O)(=O)Cl)s1,103,102,116,107,108,102,109,110
CNc1ncnc2nc[nH]c12,113,115,104,101,103,98,98,.
CC(=O)OC(C(=O)c1ccccc1)c1ccccc1 (stereo unspecified),.,103,107,102,106,104,109,58
CCCCC[n+]1ccc(SCC(=O)N(C)c2ccc(Oc3ccccc3)cc2)c2ccccc21,106,115,108,95,96,102,114,100
O=S(=O)(NCCCNc1nccc(-c2[nH]c(-c3ccccc3)nc2-c2ccc(F)c(O)c2)n1)c1cccc(F)c1,39,116,32,47,92,29,100,95
CCOC(=O)N/N=C/c1ccc(OC)cc1,112,109,103,97,104,109,.,.
C=CCOC(=O)C1=C(C)N(CC)C(=O)NC1c1c(Cl)n(C)c2ccccc12 (stereo unspecified),108,103,104,100,88,89,98,68
CCN1C2=C(Sc3ssc(=S)c31)SC1c3cccn3CCN1C2=O (stereo unspecified),94,91,110,106,104,101,88,.
O=c1c2cc(Cl)ccc2oc2ccc(OCCCCCN3CCCCCC3)cc12,97,80,107,63,61,45,90,.

# Ordered by length of the SMILES (smallest number first): seven of the compounds above
SMILES,SK-MEL-2,HOP-62,SK-MEL-28,SK-MEL-5,A549/ATCC,M14,EKVX,HOP-92
CNc1ncnc2nc[nH]c12,113,115,104,101,103,98,98,.
CCOC(=O)N/N=C/c1ccc(OC)cc1,112,109,103,97,104,109,.,.
CC(=O)Nc1nc(C)c(S(=O)(=O)Cl)s1,103,102,116,107,108,102,109,110
CC(=O)OC(C(=O)c1ccccc1)c1ccccc1 (stereo unspecified),.,103,107,102,106,104,109,58
CCN1C2=C(Sc3ssc(=S)c31)SC1c3cccn3CCN1C2=O (stereo unspecified),94,91,110,106,104,101,88,.
O=c1c2cc(Cl)ccc2oc2ccc(OCCCCCN3CCCCCC3)cc12,97,80,107,63,61,45,90,.
C=CCOC(=O)C1=C(C)N(CC)C(=O)NC1c1c(Cl)n(C)c2ccccc12 (stereo unspecified),108,103,104,100,88,89,98,68

# (more compounds)
SMILES,SK-MEL-2,HOP-62,SK-MEL-28,SK-MEL-5,A549/ATCC,M14,EKVX,HOP-92
O=S(=O)(CS(=O)(=O)c1ccc(Cl)c(Cl)c1)c1ccc(Cl)c(Cl)c1,.,105,104,99,101,112,.,.
COc1cc2c(cc1O)C(=O)CCCC2,98,91,111,102,110,97,82,83
CCCCN(CCCC)CC(O)c1ccc(OCc2ccccc2)c2ccccc12 (stereo unspecified),99,109,109,101,86,72,76,77
Cc1nc(Nc2ccccn2)sc1C(=O)CC(SCC(=O)Nc1ccc(Cl)cc1)c1ccccc1F (stereo unspecified),-27*,10,24,4.3*,6.4*,1.5*,37,.
Cc1cc2c(cc1C)NC1=C(N2)OC(c2c3ccccc3cc3ccccc23)C1=O (stereo unspecified),31,32,31,-41*,27,10,22,72
Cn1c(N2CCN(C(=O)c3ccc(Cl)cc3)CC2)nc(-c2ccccc2)cc1=O,104,85,104,90,91,93,88,82
CCOC(=O)c1c(NC(=O)c2cccc(C(F)(F)F)c2)sc2c(CN3CCN(C)CC3)c(O)ccc12,95,39,-60*,53,32,-55*,70,31
CC(O)(c1ccc(Cl)cc1)C(CN1CCCCC1)c1ccccc1 (stereo unspecified),91,99,106,102,68,96,.,78
CCOC(=O)C(c1ccccc1)C(C)N (stereo unspecified),124,104,107,97,100,104,.,.
